Assay outcomes (PubChem)
dFosB activator – activators of delta FosB homodimer, primary screen, biochemical, fluorescence polarization, TAMRA-CDK5 oligo, single point; Protein FosB (Mus musculus), P13346; purified delta FosB; percent of positive-control signal above neutral wells; activation, % at 25 µM; 0.99% of 340,000 active;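 active = mean activation above about 17%, with every replicate also reaching it, limit read from the data, passing the limit was not always enough; inconclusive = only one of the two conditions met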;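 note: fluorescence polarization rise as delta FosB binds a TAMRA Cdk5 AP-1 oligo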
Target sequence (P13346 whole entry, looked up): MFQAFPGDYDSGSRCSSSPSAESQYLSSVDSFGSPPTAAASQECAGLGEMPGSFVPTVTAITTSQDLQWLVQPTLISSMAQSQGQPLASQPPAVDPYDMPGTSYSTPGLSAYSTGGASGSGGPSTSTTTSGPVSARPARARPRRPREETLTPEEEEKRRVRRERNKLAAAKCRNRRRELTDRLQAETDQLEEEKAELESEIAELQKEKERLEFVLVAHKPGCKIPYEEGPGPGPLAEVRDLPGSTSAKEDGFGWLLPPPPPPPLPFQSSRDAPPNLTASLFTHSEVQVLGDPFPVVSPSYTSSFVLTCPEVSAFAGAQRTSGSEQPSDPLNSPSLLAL
SR-BI HDL uptake – inhibitors of SR-BI mediated HDL lipid uptake, primary screen, ldlA[mSR-BI] cells, fluorescence, single point; 0.96% of 320,000 active; ldlA[mSR-BI] CHO cells, DiI-HDL uptake fluorescence, 3 h; inhibition, % at 12.5 µM; Scavenger receptor class B member 1 (Mus musculus), Q61009;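 active = mean replicate inhibition of at least 70% and a set share of replicates each scoring 70 or more; inconclusive = meets just one of the two criteria; inactive = fails both criteria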;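 note: 0% = median of neutral control wells and 100% = median of positive control wells; values of inactives mirror those of a sister screen read the other way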
Target sequence (Q61009 whole entry, looked up): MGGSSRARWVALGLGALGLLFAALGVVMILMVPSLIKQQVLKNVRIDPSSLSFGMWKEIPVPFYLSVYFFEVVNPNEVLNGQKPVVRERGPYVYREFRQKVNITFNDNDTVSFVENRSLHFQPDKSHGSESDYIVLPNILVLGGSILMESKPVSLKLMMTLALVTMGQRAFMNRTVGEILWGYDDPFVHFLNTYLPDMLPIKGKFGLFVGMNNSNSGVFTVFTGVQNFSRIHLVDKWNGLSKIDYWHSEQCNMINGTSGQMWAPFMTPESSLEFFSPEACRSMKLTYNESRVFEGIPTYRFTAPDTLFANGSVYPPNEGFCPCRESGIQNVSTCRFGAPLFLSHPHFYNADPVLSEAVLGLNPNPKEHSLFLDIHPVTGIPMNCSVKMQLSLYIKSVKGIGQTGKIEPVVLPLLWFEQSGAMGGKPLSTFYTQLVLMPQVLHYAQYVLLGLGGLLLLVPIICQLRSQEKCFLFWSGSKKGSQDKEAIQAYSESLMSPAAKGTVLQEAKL
Wnt bcat act – Wnt/beta-catenin pathway activators, primary screen, cell-based, plate reader, single point; 1.2% of 300,000 active; AID 743398, 2014; Wnt/beta-catenin reporter cell assay, activator; activation, % at 9.35 µM; in the data active = activation above about 30%, passing the limit was not always enough; inconclusive = no clear call, values can overlap the other calls;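 note: 0% = neutral control wells and 100% = positive control wells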
MITF TRPM1 HTS – activators of MITF-driven TRPM1 promoter reporter, primary screen, cell-based, SK-MEL-5, luciferase, single point | 0.75% of 300,000 active | SK-MEL-5 TRPM1-promoter luciferase, 24 h; % of positive control, neutral wells = 0 | activation, % at 12.5 µM;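 active = mean activation of at least 80% with every replicate also reaching 80%; inconclusive = mean reaches 80% but some replicate falls short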;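 note: 0% = neutral control wells and 100% = parthenolide positive control wells; values of inactives mirror those of a sister screen read the other way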
cardiac RTF act – cardiac RTF calcium sensitivity activators, primary screen, biochemical, IANBD-TnC fluorescence, EC20 calcium; Troponin I, cardiac muscle (Homo sapiens) + Troponin T, cardiac muscle (Homo sapiens) + …; 0.24% of 340,000 active; IANBD-labeled TnC RTF fluorescence at EC20 calcium; 0% EC20 calcium, 100% full calcium; activation, % at 7.2 µM;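 active = activation above the mean over all tested compounds plus 3 SD, cut at about 30% in these data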;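 note: rise in fluorescence read as greater calcium sensitivity of cardiac thin filaments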
HTR5A ag ctr – HTR5A agonists in luminescence cell assay, primary screen, counter-screen for OPRM1-OPRD1 heterodimer agonist project, full-deck HTS | 5-hydroxytryptamine receptor 5A (Homo sapiens), P47898 | cell-based | activation, % at 9.3 µM | 0.61% of 340,000 active; in the data active = activation mostly above about 9.5%, no sharp cut-off; inactive = mostly below about 7.6%;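 note: 0% = cells with vehicle only and 100% = reference agonist; strong numbers were not always called active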
PvdQ acylase – P. aeruginosa PvdQ acylase inhibitors, primary screen, biochemical, fluorescence, plate reader and imaging, single point. PvdQ acylase [Pseudomonas aeruginosa LESB58]. purified PvdQ acylase. inhibition, % at 10 µM. 0.063% of 340,000 active; in the data active = inhibition above about 30%, passing the limit was not always enough; inconclusive = no clear call, values can overlap the other calls;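 note: 0% = vehicle neutral wells and 100% = reference inhibitor wells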
CDK5 p35 inh – inhibitors of human CDK5/p35 kinase, primary screen, biochemical, single concentration. inhibition, % at 10 µM. Cyclin-dependent kinase 5 (Homo sapiens) + Cyclin-dependent kinase 5 activator 1 (Homo …. Recombinant CDK5/p35, ADP-Glo luminescence, 60 min. AID 488839, 2010. 0.01% of 330,000 active;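 active = highest replicate inhibition of at least 50% and at least 75% of replicates reaching 50%; inconclusive = only one of the two criteria met; inactive = both criteria failed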;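 note: plate controls were DMSO neutral control for no effect and GW8510 at 10 µM for full effect; many of its hits are not listed in these tables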
SR-BI uptake up – activators of SR-BI mediated DiI-HDL uptake, primary screen, ldlA[mSR-BI] CHO cells, DiI fluorescence; activation, % at 12.5 µM; 3 h; 100 = double the neutral-control signal; 0.096% of 320,000 active; AID 504775, 2011;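 active = mean replicate activation of at least 60% and every replicate at or above 60%; inconclusive = mean or all-replicate condition met, but not both; inactive = mean below 60% and not all replicates reaching 60%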;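 note: 0% = median plate neutral-control signal and 100% = twice that signal; values of inactives mirror those of a sister screen read the other way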
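Test system: SR-BI-overexpressing, LDLR-lacking CHO cells; Medium: Ham's F12 with 0.5% BSA, HEPES 25 mM, pH 7.4; Schedule: 3 h, 37 °C; Technique: bottom-read fluorescence, 550/595 nm.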
Rtt109 Vps75 – inhibitors of C. albicans Rtt109/Vps75 HAT, primary screen, biochemical, ThioGlo CoA-SH fluorescence, plate reader. Histone acetyltransferase RTT109 (Candida albicans (strain SC5314 / ATCC MYA-2876)), …. purified Rtt109/Vps75, 4 h. inhibition, % at 34.9 µM. 0.16% of 330,000 active. AID 540336, 2011;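 active = inhibition of at least 50% in every replicate; inconclusive = best replicate reaches 50% inhibition but some replicates fall short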
Numbers without * were called inactive; ? = inconclusive; . = no result given; & = joins results of further samples.

SMILES	dFosB activator	SR-BI HDL uptake	Wnt bcat act	MITF TRPM1 HTS	cardiac RTF act	HTR5A ag ctr	PvdQ acylase	CDK5 p35 inh	SR-BI uptake up	Rtt109 Vps75
CNC(=S)Nc1cc(Cl)ccc1Oc1ccccc1	1	27	-1	-4	5	2	-3	-2.7	-27	4
COc1ccc(C(=O)NCc2nnc(SCC(=O)N3CCCC3)o2)cc1	1	10	0	-2	3	-1	-12	-0.7	-10	0
Cc1nn(-c2cc(N3CCCCC3)ccc2N)c(=O)c2ccccc12	-7	-10	.	5	1	3	-5	-0.7	10	4
COc1ccc(NC(=O)CCC(=O)N2CCN(S(=O)(=O)c3ccc(C)cc3)CC2)c(OC)c1	-2	16	-5	10	-6	-4	-14	0.7	-16	-1
COc1ccc(C(=O)/C=C\c2ccc(NC(=O)c3cccs3)cc2)cc1	2	7	.	-5	1	-1	-9	-1.5	-7	-4
COc1cccc(NC(=S)N(CCc2c(C)[nH]c3ccccc23)Cc2cccs2)c1	-15	3	-3	-1	-4	1	3	0.2	-3	2
CC(=O)c1cccc(NC(=O)CCN2C(=O)C3CC=CCC3C2=O)c1 (configuration not stated)	-2	15	5	-1	1	-2	-12	-5.8	-15	-8
Cc1cc(C)c(C(=O)CSc2nnc(N)s2)c(C)c1	-2	19	-2	-5	-4	6	0	-0.8	-19	-2
O=S(=O)(NN=C1CCCCCC1)c1ccc(Cl)cc1	3	-22	0	2	-4	3	0	1.1	22	-2
CN(C[C@H](Cc1ccccc1)N(C[C@H](Cc1cccc2ccccc12)N(CCc1ccccc1)N=O)N=O)N=O	-11	-11	-7&-3	7	1	-4	-12	0.5	11	-3
CCOC(=O)N1CCC(N(CCN(C)C)C(=S)Nc2cc(C)cc(C)c2)CC1	3	22	-2	-1	6	2	5	0.5	-22	13
CCN(CC)CC(=O)c1c[nH]c2ccccc12	0	8	.	-9	6	-6	-14	0.6	-8	-15
O=CNc1c(Cl)cc2c(c1Cl)Cc1cc([N+](=O)[O-])ccc1-2	5	62	4	-21	2	-1	-14	1.1	-62	5
Cc1cccc(-n2nnc3cnn(C)c3c2=O)c1	4	4	.	6	-2	6	-10	0.0	-4	1
O=C(CN1CCOCC1)Nc1nc2ccc(Cl)cc2s1	-5	34	0	.	8	4	-5	-1.9	-34	1
O=C(COC(=O)c1cccc(NC(=O)c2ccco2)c1)c1ccc(Br)cc1	-5	27	43*	.	3	1	-4	1.6	-27	-3
O=C(NNC(=O)c1cc(OCC(F)(F)F)ccc1OCC(F)(F)F)c1ccc(Cl)c(Cl)c1	12	-12	.	15	2	-4	-15	1.4	12	-6
O=C(C1CCCN(Cc2ccc(Cl)cc2)C1)N1CCCCC1 (configuration not stated)	-1	-27	2	-5	5	-1	-12	-1.8	27	-9
Cc1ccc(C(C(=O)NC2CCCC2)N(C(=O)c2csnn2)c2cccc(F)c2)o1 (configuration not stated)	-5	-8	-4	-2	-1	4	-9	-0.5	8	-4
O=C(O)CC/C(=N/NC(=O)CNC(=O)Cc1ccc(Cl)cc1)c1ccccc1	0	.	0	-10	1	5	-7	0.1	.	2
O=C(CCSc1nnc(-c2ccco2)o1)Nc1ccccc1	4	7	.	.	18	0	-13	-0.7	-7	5
COC(=O)COc1ccc(/C=N/NC(=O)c2ccc(N(Cc3ccccc3)S(C)(=O)=O)cc2)cc1	?	34	-1	-5	-2	1	1	-0.2	-34	0
CCOC(=O)c1cccc(NC(=O)CCn2cccc2)c1	3	6	.	-5	3	0	8	1.1	-6	0
CCN(CC)C(=O)c1cccc2c1C(=O)c1ccccc1-2	-3	-19	-4	-12	0	5	1	1.3	19	-1
O=C(NCCc1ccc(F)cc1)c1ccncc1	-9	-4	6	16	-2	3	15	1.0	4	19
CCCOc1cccc(/C=N/NC(=O)c2csc(C)c2C)c1	-9	6	-2	28	-2	-5	-14	-0.2	-6	8
CCC(=O)Nc1nc(C)c(-c2csc(Nc3ccccn3)n2)s1	-4	?	24	54	1	1	7	1.0	-75	-2
CCOc1ccc(NCc2cc3cc(OC)ccc3[nH]c2=O)cc1	-4	.	6	-7	-4	4	-4	-1.1	.	-1
CC(C)(C)c1ccc(NC(=O)Nc2ccc3ccccc3n2)cc1	-3	-9	0	-13	6	2	-11	-1.7	9	0
COc1ccc(N2CCOCC2)c(NC(=O)c2ccco2)c1	-3	.	13	6	-6	1	5	0.1	.	7
O=C(NCC(=O)N1CCCCCCC1)c1ccccc1Br	-2	-8	-1	16	5	0	-16	0.3	8	-4
CN(C)c1ccc(C(=S)N2CCN(C(=S)Nc3cccc4ccccc34)CC2)cc1	3	66	2	-9	3	3	16	-1.4	-66	-1
COc1ccc(CC(=O)Nc2c(C(N)=O)oc3ccccc23)cc1	9	-2	-1	-4	-4	0	-17	-1.0	2	3
COc1ccc(C2=NOC(CNC(N)=S)C2)cc1 (configuration not stated)	-2	-19	-1	69	0	1	2	-4.7	19	2
CSc1ccccc1NC(=O)COc1nsnc1N1CCOCC1	-1	11	1	-6	-3	0	9	-1.7	-11	5
Cc1nn(Cc2ccc(C(=O)N3CCCC3)o2)c(C)c1[N+](=O)[O-]	2	-2	-1	-3	-1	3	-26	1.1	2	-9

Pulled by structure from the entries so far (3):
SMILES	dFosB activator	SR-BI HDL uptake	Wnt bcat act	MITF TRPM1 HTS	cardiac RTF act	HTR5A ag ctr	PvdQ acylase	CDK5 p35 inh	SR-BI uptake up	Rtt109 Vps75
CC(C)(C)c1ccc(NC(=O)Nc2ccc3ccccc3n2)cc1	-3	-9	0	-13	6	2	-11	-1.7	9	0
CSc1ccccc1NC(=O)COc1nsnc1N1CCOCC1	-1	11	1	-6	-3	0	9	-1.7	-11	5
Cc1nn(Cc2ccc(C(=O)N3CCCC3)o2)c(C)c1[N+](=O)[O-]	2	-2	-1	-3	-1	3	-26	1.1	2	-9

Remaining list, next part:
SMILES	dFosB activator	SR-BI HDL uptake	Wnt bcat act	MITF TRPM1 HTS	cardiac RTF act	HTR5A ag ctr	PvdQ acylase	CDK5 p35 inh	SR-BI uptake up	Rtt109 Vps75
C=CCN(C/C(=N\O)c1sc(C(=O)OCC)nc1C)c1cccc(Br)c1	-17	-16	10	-2	-1	22*	-11	-2.3	16	-1
CC(=NNC(=S)Nc1cccc(Cl)c1)c1ccccn1	1	30	6	-32	-3	3	-3	0.8	-30	0
CCOC(=O)c1[nH]c(=S)n(Cc2ccccc2)c1C(=O)OCC	0	0	-4	3	0	-5	12	-0.6	0	1
Cc1ccccc1CN1C(=O)c2ccccc2Sc2ccc(C(=O)O)cc21	0	-20	-1	-2	-4	0	5	-0.3	20	?
Clc1cccc(CN2CCSCC2)c1	-9	-18	0	-1	-1	2	5	0.8	18	-3
COc1ccc(NC(=O)COC(=O)CNC(=O)c2cc(OC)c(OC)c(OC)c2)cc1	-4	6	.	-11	-1	0	-7	-0.2	-6	-4
COc1ccc(OCc2cc(C(=O)N(C)C3CCOCC3)no2)c2ccccc12	-6	-11	13	16	-7	-3	12	-2.1	11	0
O=C(Nc1ccc(Cl)c(Cl)c1)c1ccccc1	-5	23	19	53	5	9	-19	-1.3	-23	-8
COc1ccc(OC)c(C(=O)CCCC(=O)c2cc(OC)ccc2OC)c1	6	46	0	-1	-6	-3	-2	-0.7	-46	-9
O=C(COC(=O)c1cc(S(=O)(=O)N2CCOCC2)ccc1F)Nc1ccc2c(c1)OCO2	-1	-2	7	1	-6	2	-3	1.2	2	-5
Cc1ccc(NC(=O)Cn2c(=O)oc3ccccc32)cc1Cl	0	0	-1	0	-5	6	4	0.6	0	-5
COc1ccc(OC)c(C2NC(=O)NC(C)=C2C(=O)Nc2ccc(C)cc2C)c1 (configuration not stated)	4	21	.	.	1	-2	-3	0.5	-21	8
COc1cccc(-c2ccc(SCC(=O)N3CCOCC3)nn2)c1	-6	-12	0	-4	4	-1	3	5.5	12	-5
O=C(CSc1ncc(C(F)(F)F)cc1Cl)NCC1CCCO1 (configuration not stated)	-1	17	3	-7	7	2	-1	-0.3	-17	6
CC(=O)Nc1ccc(S(=O)(=O)Oc2cccc(N3C(=O)C4CCCCC4C3=O)c2)cc1 (configuration not stated)	-1	21	.	-4	-1	-2	-13	-3.2	-21	-1
COC(=O)/C(C#N)=C/c1ccc(-c2ccc(S(N)(=O)=O)cc2)o1	0	6	-9	-2	0	5	-16	3.1	-6	-6
CC(C)n1c(O)c(N=NC(=O)Cn2ccc(C(F)(F)F)n2)c2ccccc21	-12	16	.	-20	-3	5	10	1.5	-16	0

Grouped by structure, those above containing fluorine
SMILES	dFosB activator	SR-BI HDL uptake	Wnt bcat act	MITF TRPM1 HTS	cardiac RTF act	HTR5A ag ctr	PvdQ acylase	CDK5 p35 inh	SR-BI uptake up	Rtt109 Vps75
O=C(NNC(=O)c1cc(OCC(F)(F)F)ccc1OCC(F)(F)F)c1ccc(Cl)c(Cl)c1	12	-12	.	15	2	-4	-15	1.4	12	-6
Cc1ccc(C(C(=O)NC2CCCC2)N(C(=O)c2csnn2)c2cccc(F)c2)o1 (configuration not stated)	-5	-8	-4	-2	-1	4	-9	-0.5	8	-4
O=C(NCCc1ccc(F)cc1)c1ccncc1	-9	-4	6	16	-2	3	15	1.0	4	19
O=C(COC(=O)c1cc(S(=O)(=O)N2CCOCC2)ccc1F)Nc1ccc2c(c1)OCO2	-1	-2	7	1	-6	2	-3	1.2	2	-5
O=C(CSc1ncc(C(F)(F)F)cc1Cl)NCC1CCCO1 (configuration not stated)	-1	17	3	-7	7	2	-1	-0.3	-17	6
CC(C)n1c(O)c(N=NC(=O)Cn2ccc(C(F)(F)F)n2)c2ccccc21	-12	16	.	-20	-3	5	10	1.5	-16	0
